# SRC3 TRFRET art: flags TR-FRET format artefacts in PPARgamma SRC-3 recruitment agonist screen. 99,000 tested, 0.39% active. AID 1048. TR-FRET ratio at 8 µM. TR-FRET artefact counter-screen, PPARgamma/SRC-3 format; active compounds read high; in the data active means TR-FRET ratio above about 2000; further: inactives centre near 1600; reference of the scale not given here
# SRC1 TRFRET art: counter-screen for PPARgamma SRC-1 recruitment agonists: TR-FRET artefact; TR-FRET detection artefact counter-screen, emission ratio; active compounds read high; TR-FRET ratio at 8 µM; 99,000 tested, 0.34% active; AID 1051; in the data active means TR-FRET ratio above about 2300; further: inactives centre near 1800; reference of the scale not given here
# * = called active by the depositor.
nr	SMILES	SRC1 TRFRET art	SRC3 TRFRET art
1	O=C(O)CCCCCCNC(=O)c1cncc(O)c1	1664	1549
2	CCN1CCc2c(OCc3ccccc3)cccc2C1=O	2009	1572
3	CCCOc1ccc(NC(=O)CC2C(=O)N(C)C(=S)N2Cc2ccc3c(c2)OCO3)cc1 (centres undefined)	1755	1554
4	Cc1ccc(C2N3CC4([N+](=O)[O-])CN2CC([N+](=O)[O-])(C3)C4(C)C)cc1 (centres undefined)	1879	1873
5	C=CCSc1nnc(Cn2c(=O)sc3ccccc32)n1C	1940	1523
6	COc1ccc2c(c1OC)C(=O)OC2Nc1ccccc1S(=O)(=O)C(F)F (centres undefined)	1905	1403
7	O=C(CCC1CCCN(C(=O)CCC(F)(F)F)C1)NCc1ccc(F)c(F)c1 (centres undefined)	1918	1604
8	COc1ccccc1C(=O)N/C(=C\c1ccccc1)C(=O)NC(C)C(=O)O (centres undefined)	1797	1445
9	CCOC(=O)C1(Cc2cccc(Cl)c2)CCCN(CCO)C1 (centres undefined)	1861	1576
10	Cc1cccc(NC(=O)C2(c3ccccc3)CCOCC2)c1	1812	1430
11	CCN(CC)C(=O)C(=O)c1ccn(-c2c(C)csc2C(=O)OC)c1	1587	1637
12	CC(C)CC(NC(N)=O)C(=O)OCC(=O)Nc1ccc(SC(F)F)cc1 (centres undefined)	1947	1504
13	OCC1CCCN(c2ncnc3scc(-c4ccccc4)c23)C1 (centres undefined)	1680	1606
14	CCOC(=O)N1CCN(C(=O)c2ccc(N3C(=O)c4ccccc4C3=O)cc2)CC1	1755	1560
15	CC(OC(=O)c1ccc(Cl)nc1)C(=O)NC(C)(C)C (centres undefined)	1549	1540
16	O=C(Nc1ncc(Cc2ccccc2)s1)C1=NCCN1	1767	1636
17	CCOc1ccccc1Nc1cc(C)nc2nc(C)nn12	1754	1602
18	COc1ccc(CN2CCN(c3ccccn3)CC2)c(OC)c1	1705	1574
19	CCN(CC)C(=O)Cn1cc(S(=O)(=O)CC(=O)Nc2ccc3c(c2)OCCO3)c2ccccc21	1781	1613
20	CCN(CC)S(=O)(=O)c1ccc(NC(=O)c2ccc(Sc3nncn3C)c([N+](=O)[O-])c2)cc1	2009	1615

# Along the list, quoted from above.
# Compounds 6 to 11 in SRC1 TRFRET art: 1905, 1918, 1797, 1861, 1812, 1587

# (list continues)
nr	SMILES	SRC1 TRFRET art	SRC3 TRFRET art
21	O=C(COC(=O)/C=C/c1ccc2c(c1)OCO2)Nc1ccccc1	2037	1668
22	CCc1ccccc1NC(=O)CN(C)C(=O)Cn1cc(C(F)(F)F)cc(Cl)c1=O	1659	1459
23	COc1cc([N+](=O)[O-])ccc1NC(=S)NCc1ccccn1	1904	1405
24	Cc1ccc(O)c(C(=O)c2cnc3c(c2)c(C)nn3-c2ccccc2)c1	1977	1460
25	O=C(C1=C[C@@H](C2CC2)C[C@@H](OCCCCO)O1)N1CCOCC1	1743	1637
26	O=C(N/N=C(/c1ccccc1)c1ccncc1)c1ccc2c(c1)OCO2	1989	1705
27	CC1CCN(c2ccc(C(=O)NCCc3ccccc3)cn2)CC1	1719	1511
28	O=C(NCCn1cc(SCC(=O)N2CCOCC2)c2ccccc21)c1c(F)cccc1F	1974	1633
29	CS(=O)(=O)N(CC(=O)NCC1CCCO1)c1cccc(Cl)c1 (centres undefined)	1793	1467
30	O=C(N/N=C/c1ccncc1)C1C2CCCCCCC21 (centres undefined)	1832	1680
31	O=C1CC(c2ccccc2)NC(=O)N1 (centres undefined)	1537	1588
32	CC12C=CC(=O)C=C1CCC1C3CCC(O)(C(=O)CO)C3(C)CC3OC312 (centres undefined)	2051	1668
33	CCOC(=O)c1oc2ccc(/C=N/O)c(Cl)c2c1C	1604	1444
34	COc1cc2nc(CN3CCN(S(=O)(=O)c4ccc(C)c(C)c4)CC3)[nH]c(=O)c2cc1OC	1811	1890
35	C=CCn1c(SCc2nc3cc(C(F)(F)F)ccc3c(=O)[nH]2)nc2sc(CC)cc2c1=O	1657	1639
36	N#CC(C#N)=C1c2cc(S(N)(=O)=O)ccc2-c2ccc(S(N)(=O)=O)cc21	1833	1671
37	CNC(=S)N1CCN=C1Nc1nc(C)cc(C)n1	1752	1604
38	CCOC(=O)Cc1csc(NC(=S)NC(=O)c2cccc([N+](=O)[O-])c2)n1	1812	1676
39	N#Cc1c2n(c(=S)n(-c3ccccc3[N+](=O)[O-])c1=O)CCCCC2	1941	1462
40	COc1ccc(CNC(=O)Cn2nnc(-c3ccc(NC(=O)C4CCCCC4)cc3)n2)cc1	1738	1713

# Reprinted from the part before: four compounds; new compounds follow.
nr	SMILES	SRC1 TRFRET art	SRC3 TRFRET art
37	CNC(=S)N1CCN=C1Nc1nc(C)cc(C)n1	1752	1604
38	CCOC(=O)Cc1csc(NC(=S)NC(=O)c2cccc([N+](=O)[O-])c2)n1	1812	1676
39	N#Cc1c2n(c(=S)n(-c3ccccc3[N+](=O)[O-])c1=O)CCCCC2	1941	1462
40	COc1ccc(CNC(=O)Cn2nnc(-c3ccc(NC(=O)C4CCCCC4)cc3)n2)cc1	1738	1713
41	CCOc1ccc(N2C(=O)Nc3ccccc3C2(O)C(=O)NCc2ccc(C)cc2)cc1 (centres undefined)	2010	1462
42	Cn1c(CNC(=O)c2ccc(F)cc2)nc2ccccc21	1683	1431
43	O=S(=O)(Nc1c(S(=O)(=O)c2ccccc2)c2nc3ccccc3nc2n1C1CCCCC1)c1ccccc1	1773	1587
44	O=C(NCCc1cccc(F)c1)/C(=C/c1cccnc1)NC(=O)c1ccccc1	1753	1606
45	COc1cc(/C=N/Nc2ncc(C(F)(F)F)cc2Cl)cc(OC)c1O	1803	1483
46	S=C(NCc1ccco1)Nc1ccc(Br)cc1Cl	1732	1678
47	N#CCC(=O)N/N=C/c1cc([N+](=O)[O-])ccc1N1CCOCC1	1745	1358
48	CN(C)/N=C1\CCS(=O)(=O)c2sccc21	1621	1415
49	C/C=C/c1ccc(OCCCCN2CC(C)CC(C)C2)c(OC)c1 (centres undefined)	1737	1430
50	Cc1cccc(-n2c(C)cc(C(=S)N3CCOCC3)c2C)c1C	1969	1626
51	Cc1ccc(Cl)c(OCC(=O)OCC(=O)NC2CCCc3ccccc32)c1 (centres undefined)	1972	1906
52	COC(=O)c1ccc(S(=O)(=O)N2Cc3ccccc3C2)cc1	1885	1436
53	CC(OC(=O)Cc1c(F)cccc1Cl)C(=O)NCCC1=CCCCC1 (centres undefined)	1929	1725
54	COC(c1ccccc1)c1nnc(CCC(=O)N2CCN(CCOc3ccccc3)CC2)o1 (centres undefined)	1713	1662
55	CC1CN(c2ccc([N+](=O)[O-])cc2C#N)CC(C)O1 (centres undefined)	1913	1524
56	Cc1sc(NC(=O)C2CC(Cl)=CCC2C(=O)O)c(C#N)c1C (centres undefined)	1876	1555
57	O=C(NCCCn1ccnc1)c1cc(C(=O)C2CCCCC2)c[nH]1	2052	1497
58	CCCCNC(=O)CNC(=S)N(Cc1ccccc1F)C1CCCCC1	1790	1619
59	O=c1[nH]c(SCc2ccccc2F)nc2ccccc12	1635	1617
60	O=C(NNc1ccccn1)C(=O)NNS(=O)(=O)c1ccc(F)cc1	1522	1467
61	CC(=O)Nc1cccc(/C(C)=N/Nc2nc3ccccc3s2)c1	1523	1559
62	CCOC(=O)Nc1ccc2c(c1)N(C(=O)N1CCN(C)CC1)c1ccccc1CC2	1468	1416
63	COc1ccc(C(c2c(O)nc(SC)n(C)c2=O)c2c(O)nc(SC)n(C)c2=O)cc1O	1871	1579
64	CC(=O)CSc1ncnc2c1cnn2-c1ccccc1	1951	1502
65	NS(=O)(=O)c1ccc(CCNCc2cc(Br)ccc2OCc2ccccc2F)cc1	1603	1429
66	CCCCNC(=S)NNC(=O)c1c(C)nc2ccccn12	2017	1679
67	CSc1nc(-c2ccc(F)cc2)cc(=O)[nH]1	1820	1724
68	COc1cccc2sc(NNC(=O)c3nc4ccccc4s3)nc12	1826	1463
69	C=CCn1c(C)cc(C(=O)COC(=O)CNC(=O)c2ccccc2)c1C	1947	1671
70	COc1ccc(CN(CC2CCC(C(=O)O)CC2)C(=S)Nc2ccc(C)c(Cl)c2)cc1 (centres undefined)	1871	1492
71	O=C(CSc1nc2ccccc2c(=O)n1CCCN1CCOCC1)NC12CC3CC(CC(C3)C1)C2	1925	1370
72	CCn1cc(C(=O)NC(C)C23CC4CC(CC(C4)C2)C3)cn1 (centres undefined)	1730	1530
73	CN(C)C(CNC(=S)Nc1ccc(Cl)cc1)c1cccnc1 (centres undefined)	1652	1549
74	O=C(NCCN1CCOCC1)C1CCC(CNS(=O)(=O)c2ccccc2)CC1 (centres undefined)	1561	1476
75	CC(=O)Nc1cccc(-c2cn3ccc(C)cc3n2)c1	1979	1483
76	O=C(NC1CCCC1)C(NS(=O)(=O)c1ccc(Br)s1)c1ccccc1 (centres undefined)	1751	1592
77	CCOC(=O)c1[nH]c2ccc(OC)cc2c1NC(=S)N1CCN(C(=O)OCC)CC1	1930	1610
78	O=C(CSc1nc2c(c(=O)n1-c1ccccc1)SCC2)N1CCOCC1	1792	1553
79	COc1ccc(NC(=O)c2cc3c(=O)n4ccccc4nc3n2C)c(OC)c1	1756	1552
80	Nc1cc[n+](CC(=O)c2ccc3c(c2)OCCO3)cc1	1758	1573

# Another view of part of the listing above:
68	COc1cccc2sc(NNC(=O)c3nc4ccccc4s3)nc12
- SRC1 TRFRET art = 1826
- SRC3 TRFRET art = 1463
54	COC(c1ccccc1)c1nnc(CCC(=O)N2CCN(CCOc3ccccc3)CC2)o1 (centres undefined)
- SRC1 TRFRET art = 1713
- SRC3 TRFRET art = 1662
65	NS(=O)(=O)c1ccc(CCNCc2cc(Br)ccc2OCc2ccccc2F)cc1
- SRC1 TRFRET art = 1603
- SRC3 TRFRET art = 1429

# Going on with the list:
nr	SMILES	SRC1 TRFRET art	SRC3 TRFRET art
81	Cc1ccc(CSc2nnc(C)c(=O)n2N)cc1	1881	1629
82	NC(=O)c1ccccc1NC(=O)Nc1ccc(F)c(Cl)c1	1868	1479
83	Cc1ccc(N=Cc2cc(Cc3ccccc3Cl)cc([N+](=O)[O-])c2O)c(O)c1	2002	1470
84	CN(C)C(=O)c1nc2ccc(Cl)cn2c1CN1CCCC(OCc2ccccc2)C1 (centres undefined)	1953	1678
85	CCN(C(=O)CSc1nnc(Nc2cccc(C)c2C)s1)C1CCS(=O)(=O)C1 (centres undefined)	2023	1774
86	Nc1c2c(nc3ccc(Br)cc13)N(Cc1ccccc1)CC2	1918	1735
87	CC(N)c1ccc(Cl)cc1Cl (centres undefined)	1908	1506
88	Cc1cccc(NC(=O)C2CCN(c3nc(C)cc(C)n3)CC2)c1	1828	1675
89	CCOC(=O)N1C=CC(C)=C[C@@H]2[C@@H](N3C(=O)c4ccccc4C3=O)C(=O)N21	1771	1664
90	COc1ccc(N2C(=O)CC(C3CCCO3)C2=O)cc1 (centres undefined)	1799	1621
91	Cc1c(Cl)cccc1NC(=O)CN1CCN(CCN=CC2=C(O)CC(c3ccccc3)CC2=O)CC1 (centres undefined)	1750	1544
92	NC(=O)c1ccc(NC(=O)COC(=O)C(Cc2ccccc2)NC(=O)c2ccccc2)cc1 (centres undefined)	1460	1505
93	CNC(=S)NNS(=O)(=O)c1ccc(OC)cc1OC	1971	1585
94	S=C(Nc1ccc2nsnc2c1)N1CCCC1	2046	1816
95	CC(C)c1ccc2[nH]c(O)c(N=NC(=O)c3cccc(S(=O)(=O)N4CCCCC4)c3)c2c1	1637	1554
96	C=CCn1c(SCc2nc3sc4c(c3c(=O)[nH]2)CCCC4)nc2ccccc2c1=O	1660	1647
97	COc1cccc(/C=N/NC(=O)CNC(=O)c2ccc(S(=O)(=O)N3CCOCC3)cc2)c1OC	1889	1505
98	Cc1cc(C)n(CCc2nc(-c3ccc(F)cc3)cs2)n1	1743	1520
99	COc1cccc(OCCSc2nc3ccccc3c(=O)[nH]2)c1	1921	1623
100	CCOC(=O)C1(CCCc2ccccc2)CCN(CC(O)CO)CC1 (centres undefined)	1626	1344

# Record cards, from the list above. Values in the order: SRC1 TRFRET art	SRC3 TRFRET art
# S=C(Nc1ccc2nsnc2c1)N1CCCC1 is entered as 2046	1816
# Cc1cc(C)n(CCc2nc(-c3ccc(F)cc3)cs2)n1 is entered as 1743	1520

# (list continues)
nr	SMILES	SRC1 TRFRET art	SRC3 TRFRET art
101	CSc1cc(N2CCOCC2)nc(-c2ccccc2Cl)n1	1644	1597
102	COc1ccccc1CNC(=O)CSc1nc(C)cs1	1821	1565
103	CC(C)(C)NC(=O)CSc1nc(O)cc(=O)[nH]1	1818	1490
104	CCOC(=O)c1c(NC(=O)C(Sc2ccccc2)c2ccccc2)sc(C(=O)N(C)C)c1C (centres undefined)	1980	1585
105	CN1C(=S)N(c2cccnc2)C(=O)/C1=C\c1ccc(C(C)(C)C)cc1	1813	1581
106	CC/C(=N\NC(=S)NC(C)C)c1ccc(OC(F)F)cc1	1753	1595
107	COc1ccccc1NC(=O)C(Sc1ccccc1)c1ccccc1 (centres undefined)	1861	1552
108	O=S(=O)(c1ccccc1)c1ccc(C(F)(F)F)cn1	1770	1660
109	COc1ccc(/C=N/NC(=O)c2ccncc2)cc1CN1CCN(c2ccc(F)cc2)CC1	1825	1606
110	O=C(CSc1nnc(-c2ccco2)o1)NC(=O)C1COc2ccccc2O1 (centres undefined)	1790	1345
111	Cc1cc(C)c2ccc(=S)[nH]c2n1	1945	1571
112	COc1ccc(N(CC(=O)NCc2ccncc2)S(=O)(=O)c2ccccc2[N+](=O)[O-])c(OC)c1	1605	1544
113	O=C(O)CNC(=O)CC1S/C(=N/N=C2\CSC(=O)N2)NC1=O (centres undefined)	1704	1776
114	O=C(NCC1CCCO1)C1CCN(C2CCN(C3CCCCCC3)CC2)CC1 (centres undefined)	1558	1490
115	C/C(CCN1CCc2nc(-c3ccccc3)c(-c3ccccc3)cc2C1)=N\O[C@@H](C)c1cc(-c2c(C)cc(C)cc2C)no1	1911	1703
116	CCC(=O)c1ccc(OCc2ccc(C(=O)c3ccccc3)cc2)cc1	1977	1752

# Assay outcomes: PubChem BioAssay, The Scripps Research Institute Molecular Screening Center

# Not all compounds are listed. The share of hits here may be higher or lower than overall.
